INS promoter inh: TRM-6 insulin promoter activity inhibition; TRM-6 cells (human fetal islet line), insulin promoter-eGFP reporter, imaging; reporter expression induced with tamoxifen; inhibition, % at 2 µM; hit rate 0.9% among 130,000;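 active means inhibition above the mean plus 3 SD, with well images judged a real hit on visual review, cut at about 60% in these data, passing the limit was not always enough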
SDO1 yeast rescue: compounds rescuing growth of sdo1-depleted yeast, bone marrow failure model; S. cerevisiae sdo1-depleted JHY4D growth rescue, OD600 30 h; stronger effect = higher value; pdr5 snq2 efflux-pump mutant strain; z-score at 10 µM; hit rate 0.21% among 140,000;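 active means z-score above 3 at both the 24 hr and the 30 hr optical density reads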;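 further: z-score against mean and SD of all compound wells on the same plate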
SDO1 yeast rescue Rescue 24 h: also measured in SDO1 yeast rescue; calls as there; z-score; S. cerevisiae sdo1-depleted JHY4D growth rescue, OD600; measured here: growth rescue at 24 h;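 0 is the plate mean of compound wells and units are plate SD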
* marks the source's active call; other numbers are inactive results; · = no result given; & = joins results of further samples; [ ] = dose if it differs, or a comment.

Molecule | INS promoter inh | SDO1 yeast rescue | SDO1 yeast rescue Rescue 24 h
COc1ccc(OC)c(N(CC(=O)N2CCC(C)CC2)S(=O)(=O)c2ccc(OC)c(OC)c2)c1 | -4.7 | -0.38 | -0.47
CSc1nnc(-c2ccco2)c(-c2ccco2)n1 | 26.7 | -0.4 | -0.53
Cc1ccccc1N(Cc1nnc2n1CCCCC2)C(=O)Nc1ccccc1 | 12.9 | 0.51 | 0.72
COCCN(C(=O)CC1C(=O)NCCN1CC(c1ccccc1)c1ccccc1)C(C)C (stereo not drawn) | -35.0 | · | ·
COc1ccc2c(c1OC)C(=O)N1c3ccccc3C(=O)N(c3ccccc3)C21 (stereo not drawn) | -88.9 | -0.8 | -0.78
CCOC(=O)N1CCN(C(=O)CN(c2ccc(C)c(C)c2)S(=O)(=O)c2ccccc2)CC1 | · | 1.07 | 1.37
CCC(C)NC(=O)c1ccccc1NS(=O)(=O)c1ccc(OC)c(OC)c1 (stereo not drawn) | -65.7 | 0.2 | 0.1
Cc1nnc(NC(=O)CSc2ncnc3c2cnn3-c2ccccc2C)s1 | -146.7 | 1.46 | 4.15
O=C(C[n+]1ccccc1)N/N=C/c1ccccc1F | 11.1 | · | ·
O=c1oc2ccc([N+](=O)[O-])cc2c(N2CCOCC2)c1[N+](=O)[O-] | 6.7 | · | ·
Cc1cc(CNC(=O)C(C)Cc2ccccc2)nn1C (stereo not drawn) | 13.6 | 0.86 | 0.77
CCOc1ccccc1NC(=O)CC1Nc2ccccc2NC1=O (stereo not drawn) | 43.8 | 1.65 | 2.27
Cc1ccc(C)c(C(=O)N(Cc2nc(-c3ccc(Cl)cc3)no2)C(C)C)c1 | · | -1.19 | -1.03
O=C(N/N=C/c1ccc(Br)o1)c1cncc(Br)c1 | 25.0 | 1.31 | 1.5
CC(C)(C)C(=O)Cn1c(=O)n(CC2CCCO2)c(=O)c2ccccc21 (stereo not drawn) | -16.7 | 0.94 | -0.44
O=C(N/N=C1\CC2CC=CC12)c1ccc(Br)cc1 (stereo not drawn) | 10.0 | · | ·
COc1cc(/C=N/O)cc(Br)c1OCc1cccc(Cl)c1 | 33.3 | -1.48 | -1.27
CC(C)(C)NC(=O)C(c1ccccc1)N(C(=O)c1csnn1)C1CC1 (stereo not drawn) | 35.7 | 0.27 | 0.42
CN(C)Cc1c(O)ccc2[nH]cnc12 | · | -0.55 | -0.98
Cc1ccc(C)c(NC(=O)c2ncn[nH]2)c1 | 14.3 | 1.38 | 1.51

A draw from above in order of count of non-hydrogen atoms, rising:
Molecule | INS promoter inh | SDO1 yeast rescue | SDO1 yeast rescue Rescue 24 h
CSc1nnc(-c2ccco2)c(-c2ccco2)n1 | 26.7 | -0.4 | -0.53
COc1cc(/C=N/O)cc(Br)c1OCc1cccc(Cl)c1 | 33.3 | -1.48 | -1.27
CCOc1ccccc1NC(=O)CC1Nc2ccccc2NC1=O (stereo not drawn) | 43.8 | 1.65 | 2.27

Later entries
Molecule | INS promoter inh | SDO1 yeast rescue | SDO1 yeast rescue Rescue 24 h
COc1ccc(CN2CCSCC2)cc1O | 22.9 | 0.12 | 0.04
N#CC1(c2c(O)nc3n(c2=O)CCCS3)CCCCC1 | · | -0.57 | -0.66
O=C(O/N=C/c1ccc2c(c1)OCO2)c1ccc([N+](=O)[O-])cc1 | 9.1 | · | ·
COc1ccccc1OCC(=O)NN=C(Cc1ccccc1)Cc1ccccc1 | -9.8 | -1.1 | -0.43
O=C(N/N=C\c1ccc(-c2ccc([N+](=O)[O-])cc2)o1)c1ccc2c(c1)OCO2 | 3.2 | -0.07 | 0.75
CCOC(=O)c1[nH]c2ccc(F)cc2c1NC(=O)CCN1CCOCC1 | 7.1 | 1.32 | -0.1
Cc1ccc(C)c(N(CC(=O)NC2CCCC2)C(=O)c2cc3cc4cccc(C)c4nc3s2)c1 | 12.5 | -1.33 | -1.19
Cc1ccccc1NC1=C(Cl)C(=O)N(C2CCCCC2)C1=O | -55.2 | -0.69 | -0.38
Cc1cc(C)n(-c2cc(C(C)(C)C)nc3c(-c4ccc(Cl)cc4)cnn23)n1 | -30.6 | -1.12 | 0.04
Cc1c(C#N)c2ccccc2n1CC(=O)NCCc1c[nH]c2ccccc12 | · | -0.45 | -0.68
CCOc1ccc(NC(=O)C[n+]2ccc(N(C)C)cc2)cc1 | 33.3 | -0.09 | 0.09
O=c1c2ccccc2nc(-c2cccs2)n1-c1ccc2ccccc2c1 | 36.4 | -1.24 | -0.44
CC(=O)/C(C#N)=C1\NC(=O)C(Cc2ccc(C)c(C)c2)S1 (stereo not drawn) | 7.0 | 0.23 | -0.27
CC(C)N(C(=O)CSc1nnc(-c2ccc3c(c2)OCO3)n1C)C(C)C | -35.7 | · | ·
Cc1[nH]n(-c2ccc([N+](=O)[O-])cc2)c(=O)c1C=NCCN1CCN(C(=O)c2ccc(F)cc2)CC1 | -29.2 | 1.2 | 1.49
O=C(Nc1ccccc1F)c1ccn[nH]1 | -14.3 | · | ·
Cc1cc(C)n(-c2nc3ccccc3n3c(C)nnc23)n1 | 28.6 | · | ·
COc1ccc(N2C(=O)C(OC(C)=O)C2c2ccc(C)cc2)cc1 (stereo not drawn) | 0.0 | 0.29 | 0.42
O=C(CSc1nccn1-c1ccc(F)cc1)NCc1ccc2c(c1)OCO2 | 33.3 | -0.4 | -0.33
Cc1cc(Nc2cccc(Cl)c2)nc(N2CCOCC2)n1 | 50.0 | -1.54 | -0.41
COc1ccc(-c2noc(-c3ccoc3C)n2)cc1OC | -14.3 | · | ·
CC(=O)Nc1ccc(S(=O)(=O)NCc2ccc(C(=O)NCc3ccc4c(c3)OCO4)cc2)cc1 | · | 0.04[8.2 µM] | -0.67
CSCc1nc2sc(C(=O)Nc3nc(C)cs3)c(C)c2c(=O)[nH]1 | -55.0 | · | ·
Cc1ccc(-c2nc3ccccc3s2)cc1NC(=O)c1cc(-n2cnnc2)ccc1Cl | · | 0.15 | 1.28
Cc1ccc(SCc2c(C#N)c3ccccc3n2C)cc1 | -20.9 | -0.58 | 0.06
CCN1CCN(CCNC(=O)CCCCCn2c(=O)[nH]c3cc(C(=O)OC)ccc3c2=O)CC1 | · | 0.14 | 0.38
CN(Cc1nc(-c2ccncc2)no1)S(=O)(=O)c1ccccc1 | -23.6 | -0.48 | -1.01
O=P(COc1ccccc1)(c1ccccc1)c1ccccc1 | -19.4 | -0.02 | 0.03
CSc1ccc(S(=O)(=O)Nc2cccc(F)c2)cc1 | -15.2 | -1.33 | -1.54
O=C(O)C1CCC(=O)N1C1c2ccccc2Oc2ccccc21 (stereo not drawn) | · | 0.12 | -0.45
Cc1ccsc1/C=N\NC(=O)c1n[nH]c2c1CCC2 | · | 0.2 | -0.34
O=C(OCC(=O)N1CCN(c2ccccc2)CC1)c1ccco1 | · | -0.13 | -0.12
COc1cc(NC(=S)NCc2cccnc2)c(OC)cc1Cl | -52.4 | · | ·
Fc1ccc(-c2csc3ncnc(Cl)c23)cc1 | · | 0.01 | -0.07
COCCN(C(=O)Cc1cccs1)C(C(=O)NC1CCCC1)c1cc(OC)c(OC)c(OC)c1 (stereo not drawn) | -76.9 | · | ·
COC(=O)[C@@]1(Cc2ccc(F)cc2)[C@H]2c3cc(C(=O)N(C)C)n(Cc4ccc(OC(F)(F)F)cc4)c3C[C@H]2CN1C(=O)c1ccccc1 | 20.0 | 0.07 | -0.25
CC(C)(C)c1ccc(Cn2ccc(-c3ccc4c(c3)OCO4)n2)cc1 | -21.4 | -0.55 | -0.5
CCOC(=O)C1=NOC(CNC(=O)c2ccccc2Cl)C1 (stereo not drawn) | 11.1 | · | ·
Cc1ccc(NS(=O)(=O)c2cc(C(N)=O)ccc2C)cc1 | 12.5 | -0.35 | -0.72
Cc1ccc(OCC(=O)O/N=C(\N)c2ccccn2)cc1 | -15.8 | · | ·
O=C(CCN1C(=O)/C(=C\c2ccccc2)SC1=S)NNC(=O)c1cccnc1 | · | -1.2 | -0.21
COc1ccc(NC(=O)Nc2c(C)n(C)n(-c3ccccc3)c2=O)cc1 | -20.0 | 0.82 | 0.16
CCCCCCCCCCCNC(=O)c1ccoc1C | 33.3 | -0.75 | -1.62
CCOC(=O)c1[nH]c(C)c(C(=O)N(C)C)c1C | 22.7 | 0.8 | 0.6
O=C1C=C(NCC2CCCO2)C2(CCCCC2)O1 (stereo not drawn) | 54.5 | -0.2 | -0.17
CC1=C(C(=O)OCCc2ccccc2)C(c2ccsc2)NC(=O)N1C (stereo not drawn) | -253.8 | -0.55 | -0.43
COC(=O)c1c(C)cc(C)n2c1nc1ccccc12 | · | 0.89 | 0.93
Cc1ccc(C(=O)C2OC(=O)C(C)(C)C(=O)C2(C)C)cc1 (stereo not drawn) | -23.3 | -0.04 | -0.6
CCOc1ccccc1/C=C/C(=O)c1ccc(Cl)cc1 | 25.0 | -0.2 | 0.38
CCOC(=O)c1c(C)n(C)c2ccc(OCC(O)CN(CC)CC)cc12 (stereo not drawn) | · | 0.25 | 0.11
COc1ccc(C(=O)C[n+]2cc(-c3ccc(OC)cc3)n3c2CCCC3)cc1 | -40.0&-7.1 | · | ·
CCN(CC)c1ncc(C)c(=O)[nH]1 | · | 0.29 | -0.01
COc1cccc(N2C(=O)CC(NNC(=O)c3cccs3)C2=O)c1 (stereo not drawn) | 13.8 | 0.97 | 0.07
O=C(NCc1ccccc1)c1ccc(C2SCC(=O)N2Cc2ccccc2)cc1 (stereo not drawn) | 53.5 | -0.19 | 0.15
CCC/C=C(\CCC)C(NC(=O)OCC(C)C)c1ccc(C(=O)OC)cc1 (stereo not drawn) | -15.0 | -0.62 | -0.16
Cn1cccc1C(=O)NC(=O)COC(=O)c1ccccc1O | 9.1 | -0.18 | -0.16
Cc1cc(N2C(=O)C(=O)/C(=C(/O)c3ccc(F)cc3)C2c2ccc(Cl)cc2)no1 (stereo not drawn) | -18.5 | -0.26 | 0.06
Cc1nnc(NC(=O)c2ccc(-c3cccc(C(F)(F)F)c3)o2)s1 | -26.3 | 2.04 | 3.91
O=C(Nc1ccccc1)N1CCC(C(=O)N(Cc2ccco2)Cc2cccs2)CC1 | · | -0.51 | -0.57
Cc1nc(SCC(=O)N2CC(C)OC(C)C2)nc(C)c1C (stereo not drawn) | -15.8 | 1.36 | -0.97

Overlap with the part before: six entries; new compounds follow.
Molecule | INS promoter inh | SDO1 yeast rescue | SDO1 yeast rescue Rescue 24 h
CCC/C=C(\CCC)C(NC(=O)OCC(C)C)c1ccc(C(=O)OC)cc1 (stereo not drawn) | -15.0 | -0.62 | -0.16
Cn1cccc1C(=O)NC(=O)COC(=O)c1ccccc1O | 9.1 | -0.18 | -0.16
Cc1cc(N2C(=O)C(=O)/C(=C(/O)c3ccc(F)cc3)C2c2ccc(Cl)cc2)no1 (stereo not drawn) | -18.5 | -0.26 | 0.06
Cc1nnc(NC(=O)c2ccc(-c3cccc(C(F)(F)F)c3)o2)s1 | -26.3 | 2.04 | 3.91
O=C(Nc1ccccc1)N1CCC(C(=O)N(Cc2ccco2)Cc2cccs2)CC1 | · | -0.51 | -0.57
Cc1nc(SCC(=O)N2CC(C)OC(C)C2)nc(C)c1C (stereo not drawn) | -15.8 | 1.36 | -0.97
Cc1ccc2nsnc2c1S(=O)(=O)N1CCN(CCc2ccccc2)CC1 | 28.6 | -0.81 | -0.01
Cc1cnc(C(=O)OCC(=O)NC(C)C)cn1 | 25.6 | 0.92 | 0.35
CCOc1ccc(C2/C(=C(\O)c3c(C)[nH]c(C(=O)OC)c3C)C(=O)C(=O)N2CCN(C)C)cc1 (stereo not drawn) | 30.8 | 1.32 | 1.16
COc1ccc(NC(=O)c2sc3cc(C(F)(F)F)cnc3c2-c2cccs2)cc1 | 54.8 | -0.43 | 0.56
CS(=O)(=O)N(CC(=O)N1CCN(Cc2ccccc2)CC1)c1ccc2c(c1)OCCO2 | 39.3 | 0.88 | 1.19
O=C1C2CCCN2C(c2ccccc2)N1c1ccc(F)cc1 (stereo not drawn) | · | 0.92 | 0.97
Cc1[nH]c2ccccc2c(=O)c1CN1CCCCC1 | 0.0 | -0.04 | -0.45
O=C(c1ccc(Cn2c(=O)[nH]c3ccccc3c2=O)cc1)N1CCN(c2ccccn2)CC1 | -100.0 | 0.39 | -0.46
COc1cccc(N2C(=O)N(c3ccccc3Cl)C3CS(=O)(=O)CC32)c1 (stereo not drawn) | -7.4 | 0.05 | -0.63
Cc1ccc(S(=O)(=O)Nc2ccccc2C=Nc2cccc(C)c2C)cc1 | · | -0.37 | 0.3
Cc1ccc(S(=O)(=O)N2CCN(S(=O)(=O)c3ccc4c(c3)OCCO4)CC2)cc1 | -7.1 | -1.57 | -0.98
Cc1ccc2nc(NC(=O)C3CCCN3C(=O)OC(C)(C)C)sc2c1 (stereo not drawn) | 23.1 | · | ·
Cc1ccc(Oc2nc(CN3CCOCC3)nc3sc4c(c23)CCC(C)C4)cc1C (stereo not drawn) | 0.0 | -1.71 | -0.41
NC(=O)CCNC(=O)c1ccc(Cl)cc1 | -17.2 | 0.89 | 0.05
C=C(CCC(=O)c1ccccc1)C(=O)c1ccccc1 | · | -1.52 | -1.14
O=C(Nc1cnn(Cc2ccc(F)cc2)c1)c1cnccn1 | 56.2 | 1.09 | 1.65
CCCO/N=C1/C(=O)N(c2ccccc2)c2ccccc21 | 0.0 | · | ·
NC(=O)NCCC1=CCCCC1 | 15.5 | 0.3 | 0.61
CC1=NN(c2ccccc2)C(=O)C1(C)[N+](=O)[O-] (stereo not drawn) | -15.4 | 0.77 | -0.51

Compound activity as filed in PubChem BioAssay.
